E coli growth = bacterial growth inhibition, counter-screen for AddAB inhibitors. AID 449728. inhibition, % at 11.9 µM. E. coli V3065 growth, OD600 absorbance, 18 h. 330,000 compounds, 0.27% hits;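 active = inhibition above the campaign's mean inhibition across all tested compounds plus 3 SD, cut at about 9.9% in these data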;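 also: uninfected addAB+ strain grown without phage in ampicillin broth; 0% = DMSO wells and 100% = ciprofloxacin 0.95 µg/ml wells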
CDK5 inh = blocks human CDK5/p35 kinase activity. inhibition, % at 10 µM. Recombinant CDK5/p35, ADP-Glo luminescence, 60 min. Q00535+Q15078. AID 488839. 330,000 compounds, 0.01% hits;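 active = highest replicate inhibition of at least 50% and at least 75% of replicates reaching 50%; inconclusive = only one of the two criteria met; inactive = both criteria failed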;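 also: plate controls were DMSO neutral control for no effect and GW8510 at 10 µM for full effect; many of its hits are not listed in these tables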
Mot1-301 SUMO = inhibitors of SUMOylation pathway: yeast Mot1-301 growth rescue | 320,000 compounds, 1% hits | AID 2716 | growth rescue, % at 18.8 µM | S. cerevisiae Mot1-301 growth rescue, ATP luminescence, 38.5C; percent above DMSO median, 100 means doubled;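 active = every valid replicate shows activation above 250% relative to neutral control wells; inactive = the rest, any valid replicate at or below 250%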;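 also: OY570 slx delta 5 strain wells were the positive control but not used for scaling; some compounds called inactive have numbers as strong as hits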
HTR5A ag ctr = activates human HTR5A in OPRM1-OPRD1 agonist counter-screen; HTR5A agonist assay, luminescence, cell-based; activation, % at 9.3 µM; 340,000 compounds, 0.61% hits; AID 504692; in the data active = activation mostly above about 9.5%, no sharp cut-off; inactive = mostly below about 7.6%;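 also: 0% = cells with vehicle only and 100% = reference agonist; strong numbers were not always called active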
Target sequence (P47898 whole entry, looked up): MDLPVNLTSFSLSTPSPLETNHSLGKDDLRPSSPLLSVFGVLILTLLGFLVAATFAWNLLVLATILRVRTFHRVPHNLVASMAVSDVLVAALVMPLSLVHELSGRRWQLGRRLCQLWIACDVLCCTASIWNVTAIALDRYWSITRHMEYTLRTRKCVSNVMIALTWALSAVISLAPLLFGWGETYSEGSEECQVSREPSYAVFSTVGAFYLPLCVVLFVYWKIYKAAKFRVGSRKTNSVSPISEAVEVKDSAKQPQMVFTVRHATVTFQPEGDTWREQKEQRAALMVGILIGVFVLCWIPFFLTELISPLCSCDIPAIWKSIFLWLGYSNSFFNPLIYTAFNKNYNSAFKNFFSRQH
Tat transport = inhibitors of E. coli Tat protein transport; E. coli MC4100 TorA-mCherry Tat export, fluorescence; inhibition, % at 10 µM; 340,000 compounds, 0.036% hits;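 active = mean replicate inhibition at least 50% and at least half of replicates individually reaching 50%; inconclusive = only one of the two criteria met; inactive = neither criterion met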;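 also: exported cargo escapes ClpAP degradation while cytoplasmic cargo is degraded and loses fluorescence; 0% = median of neutral control wells and 100% = median of NaSCN control wells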
HTR5A inv ctr = counter-screen for OPRM1-OPRD1 inverse agonists: human HTR5A inverse agonism. P47898. HTR5A cell line, luminescence. inhibition, % at 9.3 µM. 340,000 compounds, 0.083% hits. AID 504634; in the data active = inhibition mostly above about 23%, no sharp cut-off; inactive = mostly below about 18%;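 also: 0% = cells with DMSO and 100% = no-cell wells with DMSO; some compounds called inactive have numbers as strong as hits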
AddAB inh = less growth of phage-infected E. coli with AddAB; E. coli expressing H. pylori AddAB, absorbance growth; inhibition, % at 11.9 µM; 330,000 compounds, 0.29% hits; AID 435030; in the data active = inhibition above about 12%;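 also: 0% = vehicle wells of infected cells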
PKA-R1A activ = activates the PKA-R1A holoenzyme complex; PKA-R1A dissociation, Cy5-IP20 fluorescence polarization; scaled: DMSO 0%, 113 µM cGMP 100%; activation, % at 11.4 µM; 340,000 compounds, 0.083% hits; AID 504707;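 active = percent activation above the mean of all tested compounds plus 3 SD, cut at about 19% in these data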;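 also: higher means more PKAc released from R1A so a rise in polarization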
PKA-R2B activ = activators of human PKA-R2B complex. P22694+P31323. PKA-R2B holoenzyme dissociation, Cy5-IP20 fluorescence polarization; R2B truncated from residue 108, S112A mutant; 0% DMSO only, 100% 113 µM cGMP. activation, % at 11.4 µM. AID 504700. 340,000 compounds, 0.079% hits;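 active = activation above a cutoff set at the mean over all compounds plus 3 SD, cut at about 18% in these data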;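 also: higher means more holoenzyme dissociation and a rise in polarization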
phage Ecoli inh = E. coli growth loss with phage present. growth absorbance. inhibition, % at 11.9 µM. 360,000 compounds, 0.26% hits. AID 651602; in the data active = inhibition above about 11%
DAGLB inh = blocks human DAGLB lipase activity | AID 504411 | Q8NCG7 | 340,000 compounds, 0.059% hits | HEK293T DAGLB membrane lysate, EnzChek fluorogenic substrate | inhibition, % at 5.17 µM; in the data active = inhibition above about 34%;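 also: 0% = enzyme with vehicle and 100% = wells lacking enzyme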
Target sequence (Q8NCG7 whole entry, looked up): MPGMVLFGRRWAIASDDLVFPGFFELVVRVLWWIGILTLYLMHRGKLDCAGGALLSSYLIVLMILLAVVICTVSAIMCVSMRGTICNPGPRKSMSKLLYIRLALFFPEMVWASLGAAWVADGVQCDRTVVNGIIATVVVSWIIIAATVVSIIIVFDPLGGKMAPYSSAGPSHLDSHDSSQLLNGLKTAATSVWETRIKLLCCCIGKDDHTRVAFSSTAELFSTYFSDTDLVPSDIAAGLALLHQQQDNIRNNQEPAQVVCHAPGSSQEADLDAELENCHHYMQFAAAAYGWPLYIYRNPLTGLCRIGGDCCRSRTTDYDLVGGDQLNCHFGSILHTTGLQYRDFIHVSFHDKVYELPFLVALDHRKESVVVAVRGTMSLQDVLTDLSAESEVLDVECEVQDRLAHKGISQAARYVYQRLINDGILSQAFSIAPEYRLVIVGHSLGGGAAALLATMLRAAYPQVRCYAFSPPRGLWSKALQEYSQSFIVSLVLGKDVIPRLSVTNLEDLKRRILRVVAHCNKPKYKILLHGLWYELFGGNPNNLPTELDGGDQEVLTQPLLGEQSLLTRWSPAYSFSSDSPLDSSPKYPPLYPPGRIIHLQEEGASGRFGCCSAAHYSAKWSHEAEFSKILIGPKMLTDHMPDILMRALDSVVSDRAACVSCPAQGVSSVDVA
* = called active by the depositor; i = inactive; u = inconclusive; x = no result given.

SMILES	E coli growth	CDK5 inh	Mot1-301 SUMO	HTR5A ag ctr	Tat transport	HTR5A inv ctr	AddAB inh	PKA-R1A activ	PKA-R2B activ	phage Ecoli inh	DAGLB inh
CC(=O)NC1C(=O)N=C(SCC(=O)Nc2sc3c(c2C#N)CCCCCC3)NC1=O (stereo unspecified)	0.0	0.6	49.7	-2.7	-2.3	6.6	1.1	-18.2	2.5	3.4	-5.7
CC(C)CN(C(=O)CSc1nnnn1-c1ccccc1)c1c(N)n(CC(C)C)c(=O)[nH]c1=O	-3.3	0.5	0.1	3.1	-2.1	-8.7	-0.8	2.6	-1.6	3.8	3.3
CC(C)(CNC(=O)c1ccc(S(=O)(=O)Nc2ccccc2F)cc1)N1CCOCC1	0.5	-2.4	3.0	0.7	-1.4	-1.7	4.4	2.3	2.6	1.9	0.1
O=C(Nc1ccccc1)c1ccc[n+](Cc2ccc([N+](=O)[O-])cc2)c1	0.6	-0.9	13.2	2.7	0.1	11.3	1.5	7.2	-5.2	3.6	-1.7
Cc1occc1-c1nnc(SCC(N)=O)o1	1.2	-0.7	-20.4	0.2	-1.7	-0.7	0.8	-9.9	-13.9	1.0	-0.6
CCC(C)(O)C(=O)N[C@H]1CCCN1C(=O)/C=C/c1ccccc1 (stereo partly specified)	2.0	-4.3	50.7	9.1	-3.5	-26.7	4.2	9.8	4.2	0.3	-5.4
CSc1ncccc1C(=O)OCC(=O)N(C)C	0.4	-1.4	4.1	2.5	15.9	-6.7	3.9	1.3	-9.9	1.8	-1.1
CN1CCN(C(=O)c2cc(Cl)cc(Cl)c2)CC1	0.0	0.9	292.8	0.5	-0.6	-1.7	2.6	-5.7	0.1	-1.3	1.0
CCN(CC)C(=O)Oc1ccc2oc(=O)cc(-c3cc4cccc(OC)c4o3)c2c1	1.1	0.5	-1.4	1.7	9.8	-10.8	2.3	18.3	6.2	-2.4	-0.6
CC(C)CCOP(=O)(c1ccc(N(C)C)cc1)C(O)c1ccccn1 (stereo unspecified)	-1.7	-0.8	16.1	1.0	10.6	-2.5	0.5	0.3	-5.5	2.2	1.8
NS(=O)(=O)c1cccc(NC(=O)CSc2nc3nc(-c4cccs4)cc(C(F)(F)F)c3c(=O)[nH]2)c1	0.0	0.9	-25.0	5.8	4.4	-17.1	2.5	-11.9	-1.8	-0.6	9.2
CN(Cc1ccccc1)C(=O)C1CCN(S(=O)(=O)c2cccc3nonc23)CC1	-0.3	0.6	7.3	-1.0	0.4	15.9	-0.8	-7.8	-1.4	-1.0	1.5
O=C(CS(=O)(=O)Cc1ccccc1)Nc1nnc(C2CCCCC2)s1	2.1	-1.6	162.5	-2.6	5.6	-2.7	-0.9	1.4	-5.0	3.6	6.7
O=C(COc1ccccc1)NCc1ccccc1	0.4	-2.4	-9.9	5.2	-0.7	-8.8	1.5	-1.7	4.3	0.3	-3.7
O=C(c1ccccn1)N1CCCC(N2CCN(c3ccccc3)CC2)C1 (stereo unspecified)	-0.4	-1.7	-5.2	1.6	-6.5	-9.4	0.8	-1.4	9.3	3.7	1.4
COCc1cc(=O)[nH]c2cc(NC(=O)C(F)(F)F)c(C)cc12	1.0	x	i	-0.4	u	3.2	2.6	-9.0	-2.1	2.5	-0.5
CNS(=O)(=O)c1cccc(C(=O)OCC(=O)c2ccc3c(c2)OCCO3)c1	x	-1.1	x	-4.6	7.4	0.8	x	2.2	-7.0	4.8	-1.9
O=C(Cc1ccccc1Cl)c1ccccc1	x	0.0	x	2.6	u	-9.2	x	4.5	-8.4	0.0	-6.1
CCN(C(=O)COC(=O)C1CCC(C(C)(C)C)CC1)c1c(N)n(Cc2ccccc2)c(=O)[nH]c1=O (stereo unspecified)	x	0.5	x	2.5	-1.7	-6.0	x	7.7	-0.9	0.2	-0.6
NC(=O)C1CCN(C(=O)CSc2nc3ccccc3[nH]2)CC1	-5.7	-0.1	2.9	0.1	-0.2	-18.7	-1.9	-1.3	-10.3	1.7	-2.0
CCN(Cc1ccccc1)S(=O)(=O)c1cc(C(=O)OC)n(C)c1	0.3	-0.8	10.6	1.7	-10.4	-4.6	4.5	3.4	5.3	3.2	-3.6
COc1cccc(-c2ncc3ccccn23)c1	-1.0	-0.5	-4.5	-2.5	-4.0	6.0	-2.0	4.0	-2.7	-4.8	10.0
CC(C)(C)S(=O)N1Cc2ccc(CO)cc2[C@@H]1CCO (stereo partly specified)	x	-1.5	x	-2.5	-2.1	8.7	x	-2.0	4.3	-0.7	-0.5
CN(CCc1cn[nH]c1)Cc1nc(Cc2ccccc2)no1	-1.2	0.0	-4.2	-0.5	2.2	4.1	-1.8	-4.0	-3.9	2.7	-1.6
Cc1ccc(COC(=O)Cc2coc3cc(O)ccc23)cc1	-0.8	-2.4	9.8	2.1	6.8	-28.6	4.2	-2.8	1.0	0.5	-6.5
Cc1cc(Sc2ccc([N+](=O)[O-])cn2)ccc1Br	0.3	-0.6	5.9	0.6	-3.2	-1.5	2.2	1.9	11.4	3.3	-6.4
O=C(CN1C(=O)/C(=C/c2cccc(Br)c2)SC1=S)N1CCCC1	2.9	0.0	-16.7	2.4	-1.1	-6.4	5.6	-5.2	-2.5	2.6	-0.4
COc1ccc(S(=O)(=O)N2CCCN(S(=O)(=O)c3ccc(OC)cc3C)CC2)c(C)c1	-1.5	0.0	87.2	1.1	-5.9	-2.8	3.7	1.2	-7.1	2.9	-8.1
Cc1ccc(/C=C/c2onc(C)c2S(=O)(=O)N2CCC(C(=O)N3CCCCC3)CC2)cc1	0.3	1.1	24.6	7.6	9.7	-23.0	1.3	-5.1	-1.4	1.5	-11.7
CCC(=O)C1CCCN(C(=O)c2cccc(OC3CCN(S(C)(=O)=O)CC3)c2)C1 (stereo unspecified)	-0.9	0.2	-12.5	2.7	-0.9	9.6	-1.2	-2.3	-6.8	x	-3.3
CC(C)=C(NC(=O)c1ccccc1)C(=O)N/N=C(\C)c1ccccc1O	-2.1	0.4	120.1	10.0	-0.5	-34.7	2.6	5.4	-10.2	2.7	2.4
CCN(CC)CCNc1nc2c(c(=O)[nH]c(=O)n2C)n1CCCc1ccccc1	1.0	1.6	-0.1	0.9	2.2	-3.4	4.0	-4.5	-5.4	3.3	0.6
CCOc1ccc(NC(=O)CN(C)C(=O)c2cccc3ccccc23)cc1OCC	x	-1.9	x	7.6	3.0	-20.9	x	1.7	-7.8	2.0	-1.9
Cc1cc(=O)oc2cc3oc(=O)cc(C)c3cc12	0.4	0.0	-4.5	-1.2	9.1	4.3	-1.7	4.9	6.0	-0.8	-2.0
COc1ccc(C(=O)n2c(N)nc3ccccc32)cc1OC	-4.7	-0.5	192.6	-0.2	4.4	0.6	2.1	-1.1	-0.8	0.3	1.9
CN1CCC(OC(=O)c2ccc(Br)cc2)CC1	1.0	0.8	22.7	-5.2	2.5	12.3	1.0	10.3	7.7	1.8	1.6
COc1ccc(OC)c(-c2nn(-c3ccccc3)cc2C(=O)NCC(c2cccs2)N2CCOCC2)c1 (stereo unspecified)	-2.2	2.2	15.2	-1.0	-3.4	2.7	-1.0	-4.2	-14.8	0.7	1.3
COC(=O)c1ccc(CNC(=O)c2ccc3c(c2)OCCO3)cc1	1.4	-0.1	24.1	0.6	-3.4	-7.7	1.9	-1.4	-6.3	-0.3	-3.2
O=C(CSc1nnnn1-c1cccc(O)c1)NC1CC1	-0.6	-2.4	6.8	3.5	-0.6	16.3	3.5	-6.0	-11.3	1.3	1.2
CCC(C)C(=O)OC1CCC=C2C=CC(C)C(CCC3CC(O)CC(=O)O3)C21 (stereo unspecified)	x	0.3	x	2.2	2.4	-8.6	x	13.3	-11.2	-1.0	-1.8

Next section, starting with the last 2 of the part before.
SMILES	E coli growth	CDK5 inh	Mot1-301 SUMO	HTR5A ag ctr	Tat transport	HTR5A inv ctr	AddAB inh	PKA-R1A activ	PKA-R2B activ	phage Ecoli inh	DAGLB inh
O=C(CSc1nnnn1-c1cccc(O)c1)NC1CC1	-0.6	-2.4	6.8	3.5	-0.6	16.3	3.5	-6.0	-11.3	1.3	1.2
CCC(C)C(=O)OC1CCC=C2C=CC(C)C(CCC3CC(O)CC(=O)O3)C21 (stereo unspecified)	x	0.3	x	2.2	2.4	-8.6	x	13.3	-11.2	-1.0	-1.8
CCOC(=O)C1CCCN(CCC(=O)Nc2ccc(Br)c(C)c2)C1 (stereo unspecified)	x	-1.8	11.6	-4.2	19.4	15.6	x	-11.0	8.1	-1.1	0.5
O=C(NCC1CCCO1)c1ccccc1NC(=O)c1cccc2ccccc12 (stereo unspecified)	2.8	1.9	-14.6	0.4	2.7	-1.2	0.0	-15.5	-1.7	0.7	-1.0
Cc1ccc(C(=O)c2ccccc2C(=O)O)s1	-1.2	-1.0	2.3	0.0	-11.2	-6.8	-1.0	-2.1	-17.8	2.2	-5.1
CCCOc1ccc(NCC(=O)Nc2ccc(C)cc2C)cc1	0.2	-3.8	-8.3	0.1	-3.0	19.0	1.3	9.8	-2.8	1.1	-0.2
CCOc1ccccc1N(CC(=O)Nc1cc(OC)ccc1OC)S(C)(=O)=O	0.0	-1.4	-7.3	7.2	9.4	-26.1	2.6	-2.5	-11.8	1.5	-2.3
CCCN=Cc1sc2ccc(OCC)cc2c1O	2.4	1.9	-0.6	0.0	4.9	0.0	0.7	0.1	-5.0	0.6	0.6
O=S(=O)(c1cccc(S(=O)(=O)N2CCOCC2)c1)N1CCCCC1	-1.2	1.4	7.4	-3.3	4.6	7.8	0.5	-0.9	10.4	3.6	-0.1
COc1ccc(CCNS(=O)(=O)c2cn(C)nc2C)cc1	0.2	x	-3.2	0.1	-8.4	-0.3	0.1	-0.5	-10.9	2.3	-4.2
COc1ccc(NN=Nc2nc3c([nH]2)c(=O)n(C)c(=O)n3C)cc1	-1.6	-0.6	-3.0	1.2	-0.5	6.8	1.6	-16.3	4.9	2.5	-1.3
CC1CCN(C(=O)c2ccc([N+](=O)[O-])o2)CC1	1.4	0.7	103.2	4.3	-4.2	-31.5	4.2	1.1	-4.6	3.3	-0.9
CN(CC(=O)N1CCN(c2ccccn2)CC1)S(=O)(=O)c1ccc(Cl)cc1	1.6	1.5	44.6	-1.8	-3.9	4.8	0.5	-1.4	-4.3	1.5	0.6

Single entries from the list.
DAGLB inh, `CCOc1ccccc1N(CC(=O)Nc1cc(OC)ccc1OC)S(C)(=O)=O` stands at -2.3
HTR5A inv ctr, `O=C(NCC1CCCO1)c1ccccc1NC(=O)c1cccc2ccccc12` (stereo unspecified) stands at -1.2
HTR5A inv ctr, `CC1CCN(C(=O)c2ccc([N+](=O)[O-])o2)CC1` stands at -31.5
PKA-R1A activ, `CCCOc1ccc(NCC(=O)Nc2ccc(C)cc2C)cc1` stands at 9.8

Compound activity as filed in PubChem BioAssay.
